Pf growth 96h – inhibits malaria parasite growth, 96 h. P. falciparum luciferase reporter growth, 96 h. Potency, µM (top dose mostly 28.7 µM), for the others: top-dose activity change, negative = inhibition, actives largely listed as inhibitors. hit rate 6.9% among 320,000; further: potency means the concentration at half of the fitted maximal effect; on the % scale 0 is the no-effect control and ±100 the full control effect
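Two parasite generations (96 h, 37 C, 5% CO2) of compound exposure in infected erythrocytes (0.05% parasitemia, 2% hematocrit). Luciferase-reporter P. falciparum; decreased luminescence indicates inhibited growth, aimed at apicoplast-acting delayed death.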
TbPYK inhibitor – inhibitors of Trypanosoma brucei pyruvate kinase; hit rate 0.12% among 410,000; TbPYK enzyme, Kinase-Glo Plus ATP luminescence, 45 min; Potency, µM (doses to about 76.8 µM), for the others: top-dose activity, negative = inhibition, hits mostly inhibitors; Q57TT1; further: potency means the concentration at half of the fitted maximal effect; on the % scale 0 is the no-effect control and ±100 the full control effect; nearly all actives have a fitted effect of over 50% in size
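Luminescence from Kinase-Glo Plus, added after a 45-minute room-temperature reaction, served as the end-point read-out. The enzyme and substrate were preincubated with compound before ADP (130 uM final) initiated turnover. Concentration-effect curves came from normalized qHTS data.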
Shiga toxin inh – inhibitors of Shiga toxin in Vero cells | inhibition, % at 38.7 µM | Vero cells, Shiga toxin protein synthesis inhibition reporter | AID 2315 | hit rate 9.2% among 290,000; in the data active means inhibition mostly above about 28%, no sharp cut-off; inactive means mostly below about 43%; further: 0% is about no effect
Pf growth 48h – inhibits P. falciparum growth in the first generation, 48 h; P. falciparum luciferase growth in erythrocytes, 48 h; Potency, µM (doses to about 28.7 µM), without a hit: at the highest dose activity change, negative = inhibition, usual class: inhibitors; hit rate 5.9% among 310,000; further: potency means the concentration at half of the fitted maximal effect; on the % scale 0 is the no-effect control and ±100 the full control effect
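Firefly luciferase activity from engineered P. falciparum reports growth; inhibitors lower the luminescent signal. Cultures contained 2% hematocrit erythrocytes at 0.1% final parasitemia.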
AMA1-RON2 inh – disrupts binding of P. falciparum AMA1 to RON2 | AlphaScreen AMA1-biotinylated RON2 peptide binding | Potency, µM (titrated, usually from 58.2 µM), without a hit: at the top dose activity change, negative = inhibition, most hits filed as inhibitors | hit rate 0.2% among 360,000 | AID 720542;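 further: potency means the concentration at half of the fitted maximal effect; 0% = vehicle wells and -100% = peptide control; nearly all actives have a fitted effect of over 45% in size; some results filed as inactive show a strong effect at the top dose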
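AMA1 (3D7) with his tag at 25 nM final met compounds first, then biotinylated RON2 peptide at 25 nM; detection used donor plus acceptor beads, 10 µg/mL apiece, read by AlphaScreen after 30 min at room temperature.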
CHX counter – affects cycloheximide protein synthesis inhibition readout, counter-screen; AID 2314; max response, %; hit rate 12% among 300,000; cell reporter, cycloheximide protein synthesis inhibition counterscreen; in the data active means max response mostly above about 13%, no sharp cut-off; inactive means mostly below about 14%; further: read at 38.3 µM for the half of the compounds with a filed dose; 0% is about no effect
LmPK inhibitor – blocks Leishmania mexicana pyruvate kinase activity; Q27686; purified LmPK, Kinase-Glo ATP luminescence, 1 h; Potency, µM (titrated, usually from 57.5 µM), for inactives: at the top dose activity change, negative = inhibition, actives largely listed as inhibitors; hit rate 0.37% among 290,000; further: potency means the concentration at half of the fitted maximal effect; on the % scale 0 is the no-effect control and ±100 the full control effect
Target sequence (Q27686 whole entry, looked up): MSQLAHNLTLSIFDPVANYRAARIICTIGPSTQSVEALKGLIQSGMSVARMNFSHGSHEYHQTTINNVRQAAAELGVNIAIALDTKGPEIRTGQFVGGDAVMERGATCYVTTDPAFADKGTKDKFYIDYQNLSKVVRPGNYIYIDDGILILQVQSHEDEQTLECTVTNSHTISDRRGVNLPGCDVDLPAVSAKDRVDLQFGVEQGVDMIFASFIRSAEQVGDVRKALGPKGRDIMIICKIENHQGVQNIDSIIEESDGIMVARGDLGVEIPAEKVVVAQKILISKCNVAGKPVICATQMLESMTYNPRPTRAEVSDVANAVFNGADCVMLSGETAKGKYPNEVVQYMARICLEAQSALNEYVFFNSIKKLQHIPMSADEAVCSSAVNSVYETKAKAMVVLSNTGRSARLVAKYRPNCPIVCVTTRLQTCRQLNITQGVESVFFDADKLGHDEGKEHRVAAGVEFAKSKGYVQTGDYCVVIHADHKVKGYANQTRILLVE
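In 50 mM imidazole pH 7.2 with 7 mM MgCl2, LmPK (0.1 nM) turned over PEP (0.5 mM) and ADP (0.1 mM) for 1 h at room temperature. Luciferase read-out of ATP.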
An asterisk follows results filed as active; i = inactive; ? = inconclusive; . = no result given; & = joins results of further samples; [ ] = another dose, or the depositor's remark. Unless noted, the call rests on the fitted dose curve; in most records, active means well fitted curve in the direction sought with a large enough effect; inconclusive means small, poorly fitted or top-dose-only effect, or another doubt; inactive means no such curve, though single readings can be large; an effect the other way counts as inactive or inconclusive.

SMILES	Pf growth 96h	TbPYK inhibitor	Shiga toxin inh	Pf growth 48h	AMA1-RON2 inh	CHX counter	LmPK inhibitor
COc1ccc(S(=O)(=O)N2CCCC2C(=O)Nn2cnnc2)cc1 (configuration not stated)	?	3%	10	5%	-8%	-2	-8%
N=c1sccn1CC(=O)Nc1cc(S(=O)(=O)N2CCCCC2)ccc1Cl	-7%	-7%	-3	-6%	10%	-2	3%
COc1ccc(OCCCc2c(C)n[nH]c2C)cc1	9.3µM*	-2%	8	.	-3%	5	4%
N#Cc1c(Nc2ccccc2)c(/C=N/N=C/c2ccccc2)c[nH]c1=O	?	0%	2	-17%	-2%	11	1%
COc1ccc(/C(O)=C2/C(=O)C(=O)N(CCN(C)C)C2c2ccccc2)cc1Cl (configuration not stated)	.	4%	-11	8%	13%	-2	3%
Cc1ccc2oc(=O)n(CCOc3ccccc3Cl)c2c1	16%	3%	-9	.	16%	-6	8%
CNC(=O)c1ccc(S(=O)(=O)c2ccc(Cl)cc2)c(NC(C)=O)c1	-31%	-3%	-11	-6%[0.00184 µM]	-5%	-3	-1%
Cc1ccc(NC2CCCN(C(=O)CCc3ccncc3)C2)cc1C (configuration not stated)	-13%	4%	-4	-7%	-3%	1	-4%
CC(=O)c1ccc(NC(=O)CC(C)S(=O)(=O)c2ccc3c(c2)CCN3C(C)=O)cc1 (configuration not stated)	39%[activator]	2%	-2	0%	-3%	-2	7%
O=C(c1ccccc1)c1ccc2c(c1)OCCOCCOCCOCCO2	5%	-7%	22	18%	-4%	8	-1%
Cc1ccc(S(=O)(=O)Nc2cc(C)on2)cc1	-1%	-1%	-16	9%	17%	0	3%
CCCOc1ccccc1C(=O)N1CCCCC1CCN1CCCCC1 (configuration not stated)	.	-17%	-3	.	.	-4	.
O=C(NC1CCCC1)C(c1ccc(O)cc1)N(CC1CCCO1)C(=O)C1COc2ccccc2O1 (configuration not stated)	15%	-2%	10	?	2%	-5	-1%
COc1ccc(C=O)c2[nH]c3c(Cl)ncnc3c12	?	-2%	-4	?	-8%	4	1%
CNC(=S)N1CCn2cccc2C1c1cccnc1 (configuration not stated)	-178%	-1%	18	?	-8%	-1	11%
COc1ccc([N+](=O)[O-])cc1NC(=O)C(C)Sc1ccccc1 (configuration not stated)	?	-6%	-8	?	2%	-2	1%
CCC(=O)N(CC)c1nc(-c2ccc(OC)cc2)cs1	0%	0%	84*	84%[activator]	22%	61*	7%
Cc1ccc(NC(=O)COC(=O)c2ccc(CN3CCCC3=O)cc2)c(Cl)c1	-4%	7%	.	-15%	10%	.	.
CCS(=O)(=O)c1nc(S(=O)(=O)c2ccc(C)cc2)c(N2CCN(C)CC2)s1	?	0%	1	-9%	-5%	1	0%
CS(=O)(=O)N1CCN(c2ccc([N+](=O)[O-])c(N3CCOCC3)c2)CC1	?	3%	-24	1%	-4%	-7	-9%
CSc1nnc(NC(=O)CCc2ccccc2)s1	-8%	-22%	27	9%	0%	17	4%
CCOC(=O)CSc1ccc2nnc(CCNS(=O)(=O)c3ccccc3)n2n1	?	-2%&-8%	10	-3%	-5%	-1	3%
COc1ccc(OCC(O)Cn2c(Nc3ccccc3)nc3c2c(=O)n(C)c(=O)n3C)cc1 (configuration not stated)	?	5%	-15	.	8%	-2	19%
CS(=O)(=O)N(Cc1ccc(Cl)cc1)c1ccc(C(=O)N/N=C/c2cc3ccccc3nc2Cl)cc1	16%	-1%	-7	10%	7%	-3	5%
COc1ccccc1NC(=O)c1ccccc1N(Cc1ccccc1)S(C)(=O)=O	?	-17%	-5	?	-4%	2	-3%
O=C(Nc1csc([N+](=O)[O-])c1)Nc1c(Cl)cccc1Cl	-18%	-2%	-13	?	-6%	1	3%
CCOC(=O)c1ccc(NC(=O)N2CCCCCC2)cc1	-4%	0%	123*	214%[activator]	-3%	76*	4%
O=C(O)C1(Cc2nc3ccccc3[nH]2)CCCC1	29%	4%	-13	32%[activator]	8%	-4	-1%
COc1cc2c(cc1NC(=O)c1ccccc1F)CCCC2	34%[activator]	-6%	93*	88%[activator]	26%	50*	1%
COC(=O)c1sc(S(=O)(=O)N2CCC(C(N)=O)CC2)c(C(=O)OC)c1C	19%	-1%	3	.	2%	1	3%
Cc1cc2c(c(Sc3ccccc3)n1)C(=O)OC2	7%	.	-9	-5%	-7%	-2	0%
NC(=O)c1c(NC(=O)c2ccccc2F)sc2c1CCCC2	104%[activator]	4%	83*	162%[activator]	12%	49*	-1%
O=C(NCc1ccco1)c1c[nH]c2ccc(S(=O)(=O)N3CCOCC3)cc2c1=O	9%	-8%	-2	?	0%	-3	-5%
C=CCn1c(SCC(=O)Nc2cc(C)on2)nc2sc(C)c(C)c2c1=O	-19%	-2%	-24	.	0%	-2	5%
O=C(COC(=O)C12CC3CC(CC(O)(C3)C1)C2)Nc1ccc(Cl)cc1F	i	0%	.	495%[activator]	-4%	.	.
C[C@@H](O)C1NC(=O)[C@H](CCCCN)NC(=O)c2cc([N+](=O)[O-])cc(I)c2NCCC[C@@H](C(N)=O)NC1=O (some centres not stated)	-8%	4%	28	14%	35%[activator]	1	0%
Cc1ccc(C(=O)/C=C/Nc2ccccc2C(N)=O)o1	65%[activator]	-6%	83*	108%[activator]	2%	54*	-27%
CCCN(C(=O)c1cn(C)c(=O)c2ccccc12)c1ccccc1C	33%[activator]	0%&1%	2	.	16%	-2	-4%
CC1=CC(=O)C=CC1(C)C(Cl)Cl (configuration not stated)	?	-8%	-4	1%	4%	-2	-3%
COc1ccc(C)c(-n2c(N)cc(=O)n(Cc3ccccc3)c2=O)c1	?	1%	-6	-12%	1%	-1	6%
COc1cc(C(=O)Nc2nc(OC)c(-c3ccccc3)c(OC)n2)cc(OC)c1OC	.	9%	-20	?	39%[activator]	0	5%
O=C(NC1CONC1=O)OCC(Cl)(Cl)Cl (configuration not stated)	-1%	3%	53	-3%	1%	-3	-2%
O=C(NCc1ccco1)C1CCCCN1S(=O)(=O)c1ccc(F)cc1 (configuration not stated)	42%[activator]	3%	-13	11%	10%	-3	1%
O=C(COC(=O)c1ccc(C(F)(F)F)cc1)Nc1cccc(S(=O)(=O)N2CCCCC2)c1	?	0%	.	-26%	0%	.	.
O=C(NCC1CC1)C1(C(F)(F)F)CC(CCCO)CCCO1 (configuration not stated)	.	3%	4	.	9%	-8	.
O=C(c1ccncc1)N1CCCC(N2CCN(c3cccc(C(F)(F)F)c3)CC2)C1 (configuration not stated)	?	5%	-4	-17%	24%	-1	0%
O=S1(=O)[C@H]2CC3O[C@]2(C[C@@H]3c2ccc(F)cc2)CN1Cc1ccc(Cl)cc1	-13%	8%	5	-27%	-1%	-6	7%
C#CC1(O)C=CC2C3CCC4=CC(=O)CCC4C3CCC21CC (configuration not stated)	8.5µM*	7%&9%	-6	?	0%	-2	-2%
COc1ccc(OCC(=O)N/N=C2\CCCc3ccccc32)cc1	?	15%	-21	30%[activator]	-12%	0	2%
CCc1ccccc1N(C)C(=O)CCc1nc(-c2ccc(C)cc2)no1	-2%	-5%	1	11%	16%	4	-1%
Cc1ccccc1N=Cc1cc2c(cc1O)OC(N)=C(C#N)C2c1ccccc1 (configuration not stated)	36%[activator]	-14%	-11	-10%	0%	-2	-6%
Cc1cc(Br)ccc1N=C1C(=O)Nc2ccccc21	32%[activator]	4%	-2	?	-8%	4	2%
Cc1onc(-c2ccccc2)c1C(=O)NNC(=O)c1ccccc1	-22%	-1%	.	?	37%[activator]	.	.
Cn1c(-c2ccc3c(c2)OCO3)cnc1NCc1cccc(O)c1	?	1%	44*	-4%	-9%	25*	-1%
CN(C)CCNC(=S)Nc1ccc(-c2nc3ccccc3[nH]2)cc1	?	-15%	122*	-47%	3%	46*	-4%
CCCNC(=O)COC(=O)/C=C/c1ccc2c(c1)OCO2	0%	3%	39	15%	-1%	4	-4%
CCOc1ccc(CCNC(=O)c2ccc(C)c(NC3=NC4CS(=O)(=O)CC4S3)c2)cc1 (configuration not stated)	-34%	2%	-4	-2%	-7%	-1	2%
CCN(CC)S(=O)(=O)c1cccc(NC(=O)COC(=O)CNC(=O)c2cccc(F)c2)c1	46%[activator]	2%	-5	70%[activator]	3%	-2	8%
NS(=O)(=O)c1ccc(N2C(=O)C3CC=CCC3C2=O)cc1 (configuration not stated)	?	3%	19	-11%	4%	-3	1%
CC(C)c1nnc(NC(=O)c2ccc3c(c2)OCO3)s1	-3%	0%	125*	91%[activator]	-4%	40*	-3%

Random excerpt: 2 entries already listed, in no set order.
SMILES	Pf growth 96h	TbPYK inhibitor	Shiga toxin inh	Pf growth 48h	AMA1-RON2 inh	CHX counter	LmPK inhibitor
CN(C)CCNC(=S)Nc1ccc(-c2nc3ccccc3[nH]2)cc1	?	-15%	122*	-47%	3%	46*	-4%
Cc1onc(-c2ccccc2)c1C(=O)NNC(=O)c1ccccc1	-22%	-1%	.	?	37%[activator]	.	.

Grouped by structure, those above containing four or more nitrogen atoms.
SMILES	Pf growth 96h	TbPYK inhibitor	Shiga toxin inh	Pf growth 48h	AMA1-RON2 inh	CHX counter	LmPK inhibitor
COc1ccc(S(=O)(=O)N2CCCC2C(=O)Nn2cnnc2)cc1 (configuration not stated)	?	3%	10	5%	-8%	-2	-8%
N=c1sccn1CC(=O)Nc1cc(S(=O)(=O)N2CCCCC2)ccc1Cl	-7%	-7%	-3	-6%	10%	-2	3%
N#Cc1c(Nc2ccccc2)c(/C=N/N=C/c2ccccc2)c[nH]c1=O	?	0%	2	-17%	-2%	11	1%
CNC(=S)N1CCn2cccc2C1c1cccnc1 (configuration not stated)	-178%	-1%	18	?	-8%	-1	11%
CS(=O)(=O)N1CCN(c2ccc([N+](=O)[O-])c(N3CCOCC3)c2)CC1	?	3%	-24	1%	-4%	-7	-9%
CCOC(=O)CSc1ccc2nnc(CCNS(=O)(=O)c3ccccc3)n2n1	?	-2%&-8%	10	-3%	-5%	-1	3%
COc1ccc(OCC(O)Cn2c(Nc3ccccc3)nc3c2c(=O)n(C)c(=O)n3C)cc1 (configuration not stated)	?	5%	-15	.	8%	-2	19%
CS(=O)(=O)N(Cc1ccc(Cl)cc1)c1ccc(C(=O)N/N=C/c2cc3ccccc3nc2Cl)cc1	16%	-1%	-7	10%	7%	-3	5%
C=CCn1c(SCC(=O)Nc2cc(C)on2)nc2sc(C)c(C)c2c1=O	-19%	-2%	-24	.	0%	-2	5%
C[C@@H](O)C1NC(=O)[C@H](CCCCN)NC(=O)c2cc([N+](=O)[O-])cc(I)c2NCCC[C@@H](C(N)=O)NC1=O (some centres not stated)	-8%	4%	28	14%	35%[activator]	1	0%
O=C(c1ccncc1)N1CCCC(N2CCN(c3cccc(C(F)(F)F)c3)CC2)C1 (configuration not stated)	?	5%	-4	-17%	24%	-1	0%
CN(C)CCNC(=S)Nc1ccc(-c2nc3ccccc3[nH]2)cc1	?	-15%	122*	-47%	3%	46*	-4%

Screens from PubChem BioAssay.
